# Source: PubChem (several laboratories)
# aSyn UTR inh: MLPCN primary screen, SNCA 5' untranslated region; alpha-synuclein 5'UTR reporter, inhibitor activity; inhibition, % (tested at 7.5 µM); hit rate 0.82% among 300,000; in the data active means inhibition above about 60%;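 further: H4 neuroglioblastoma cells stably carrying SNCA 5'UTR luciferase fusion; 0% = DMSO wells and 100% = positive control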
# IEC-6 tox: cytotoxicity in IEC-6 intestinal epithelial cells, primary screen, cytotoxicity control for KLF5 inhibitor project, cell-based, luminescence | inhibition, % at 5 µM | IEC-6 cytotoxicity, luminescence viability | hit rate 0.78% among 290,000; in the data active means inhibition above about 22%;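 further: 0% = plate median of test compound wells and 100% = cytotoxic reference compound wells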
# HDAC3 inhib: HDAC3 deacetylase inhibitors, primary screen, biochemical, fluorescence, cell-free homogeneous; recombinant HDAC3, fluorogenic peptide/trypsin coupled; inhibition, % at 8.3 µM; hit rate 0.15% among 320,000; AID 2718, 2010; in the data active means inhibition above about 26%, passing the limit was not always enough
# Target sequence (O15379 whole entry, looked up): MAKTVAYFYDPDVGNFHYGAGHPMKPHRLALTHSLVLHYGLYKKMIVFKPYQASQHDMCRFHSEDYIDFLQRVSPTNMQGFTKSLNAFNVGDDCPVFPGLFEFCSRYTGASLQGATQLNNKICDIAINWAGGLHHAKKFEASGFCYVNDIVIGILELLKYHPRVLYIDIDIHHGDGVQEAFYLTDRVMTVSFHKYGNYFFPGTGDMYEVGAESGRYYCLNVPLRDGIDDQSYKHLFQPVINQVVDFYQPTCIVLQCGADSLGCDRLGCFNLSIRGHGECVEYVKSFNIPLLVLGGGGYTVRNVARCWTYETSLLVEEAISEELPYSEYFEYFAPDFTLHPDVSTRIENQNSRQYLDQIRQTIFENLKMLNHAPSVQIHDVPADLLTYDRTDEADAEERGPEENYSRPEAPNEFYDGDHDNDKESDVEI
# HSF1 inh: HSF1 inhibitors in luciferase reporter cells, primary screen, cell-based, NIH3T3, luminescence | activity change, negative = inhibition, % at 7.5 µM (by protocol) | hit rate 0.77% among 300,000 | AID 2098, 2009 | NIH3T3-HGL HSE-luciferase, MG132-induced, luminescence 8 h; active compounds read low;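 active means more than half of replicate wells show activity change below -50%, luminescence cut by over half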;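 further: luciferase reports HSF-1 transcriptional activity via heat shock element; 0% = median of DMSO wells and -100% = zero luminescence signal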
# Platelet DG rel: inhibitors of platelet dense granule secretion, primary screen, cell-based, MLPCN, human platelets. human platelet-rich plasma, SFLLRN dense granule ATP release, luminescence. inhibition, %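 (compounds screened at 7.5 µM in platelet-rich plasma)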. hit rate 0.22% among 300,000;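 active means mean replicate score, as percent of positive control, at or above 50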
# HSP90 inh: HSP90 inhibitors, primary screen, cell lysate, luminescence; hit rate 0.91% among 290,000; AID 1789, 2009; Heat shock protein HSP 90 (rabbit reticulocyte lysate; luciferase refolding); Rabbit reticulocyte lysate, luciferase refolding luminescence, 3 h; inhibition, % at 5.6 µM;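 active means inhibition above the screen-wide mean plus 3 SD, computed separately per campaign, cut at about 16% in these data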;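 further: 0% = DMSO wells and 100% = 60 µM geldanamycin wells; inhibitors lower the luminescence because luciferase stays unfolded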
# KLF5 inhibitor: KLF5 expression inhibitors, primary screen, DLD-1 cells, luminescence; DLD-1 KLF5 promoter-luciferase reporter; inhibition, % at 5 µM; hit rate 0.23% among 290,000; AID 1700, 2009;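 active means inhibition above a per-plate limit of that plate's mean compound inhibition plus 3 SD, cut at about 60% in these data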;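 further: 0% = DMSO wells and 100% = LY294002 at 200 µM; higher means less KLF5 promoter-driven luciferase light; inactives centre near -14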
# HSF1 activator: HSF-1 activators, primary screen, NIH3T3-HGL cells, MG132 stress, luminescence, single point; NIH3T3-HGL HSF-1 luciferase reporter, 8 h; 100% = twice DMSO control signal; activation, % at 9 µM; hit rate 1.7% among 300,000;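 active means mean replicate activation of at least 50% with a set share of replicates each reaching 50%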;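 further: 0% = median of the neutral control wells and 100% = twice that signal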
# HIF activator: HIF pathway transcriptional activators, primary screen, cell-based, U2OS HRE-luciferase, luminescence | U2OS HRE-luciferase reporter; normalized: DMSO 0%, desferrioxamine 100% | activation, % at 7.5 µM (by protocol) | hit rate 0.32% among 300,000;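 active means mean activation of at least 10% of the iron chelator positive control signal, with at least half of replicates also reaching 10%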
# AI-2 QS mod: Vibrio harveyi AI-2 quorum sensing modulators, primary screen, JMH597 strain, luminescence/OD600 ratio; Vibrio harveyi JMH597 AI-2 luminescence/OD600 ratio, 9 h; active compounds read low; strain lacks LuxN and CqsS sensors; 0 = neutral-control median; activity change, % at 7.5 µM; hit rate 0.4% among 300,000; AID 2094, 2009; in the data active means activity change below about -75%, passing the limit was not always enough;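 further: luminescence divided by OD600 gain over 9 h not by final OD600 alone; inactives centre near 13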
# Numbers without * were called inactive; x = no result given.
nr	SMILES	aSyn UTR inh	IEC-6 tox	HDAC3 inhib	HSF1 inh	Platelet DG rel	HSP90 inh	KLF5 inhibitor	HSF1 activator	HIF activator	AI-2 QS mod
1	O=C(CSc1ccsc1[N+](=O)[O-])NCCc1ccc(Cl)cc1	-9	-3	16	7	4	2	-24	8	-0.4	15
2	COc1ccc(/C=N/NC(=O)c2cccnc2)cc1CSc1nc2ccccc2s1	54	21	-4	4	7	0	-12	0	0.1	30
3	Cc1ccc(CN(C)S(=O)(=O)c2c(C)noc2/C=C/N(C)C)cc1	-10	-1	13	-24	-7	6	-36	-26	-0.1	18
4	COCCn1cc(C(=O)NCc2ccco2)c2c3ccccc3n(C)c2c1=O	-6	2	-4	-4	-1	-1	-14	18	-0.2	28
5	Cc1nc(-n2[nH]c3c(c2=O)CCCC3)[nH]c(=O)c1Cc1ccccc1	90*	-5	2	-38	0	1	-35	-48	12*	132
6	CCOC(=O)Cn1c(=NC(=O)c2ccc([N+](=O)[O-])s2)sc2ccccc21	-180	4	-1	4	-18	-1	-10	26	-0.4	6
7	O=S(=O)(NCc1ccccc1Cl)c1cnc[nH]1	11	3	-3	-4	-4	6	2	5	-0.4	24
8	COCCn1c(SCc2ccc(C(=O)OC)o2)nnc1-c1c[nH]c2ccccc12	11	3	x	-1	-4	1	-50	2	-0.6	29
9	COc1ccc(S(=O)(=O)N2CC(C)N(S(=O)(=O)c3ccc(OC)cc3)CC2C)cc1 (stereo not drawn)	-5	x	-2	-3	6	x	x	9	-0.3	8
10	COC(=O)c1cccc(NC(=O)CCSc2ccc(Cl)cc2)c1C	8	1	3	9	-3	-1	4	-2	-0.1	-4
11	O=C1C(Cl)=C(N2CCCCCC2)C(=O)N1c1ccccc1	-2	-1	-4	1	-5	-3	-18	-6	0.1	22
12	O=C(Nc1ccc2c(c1)OCO2)c1cnc2n(c1=O)CCS2	-125	-6	1	16	-1	-2	-37	22	3.2	14
13	COc1ccccc1-c1coc2c(CN3CCOCC3)c(O)ccc2c1=O	9	7	-54	-8	0	4	8	-18	0.9	7
14	CCC1CCCCN1CCCNC(=O)C1CCN(c2ncnc3c2nc2n3CCCCC2)CC1 (stereo not drawn)	-7	-6	0	1	-6	-1	-12	-13	0.1	29
15	C/C(=N\NC(=S)Nc1ccccc1C)c1cc2ccccc2o1	-28	2	10	-2	-3	0	-45	-13	-0.4	9
16	CCOC(=O)Cc1csc(NC(=O)/C=C/c2ccc(OC)cc2)n1	-11	2	10	-2	1	0	-23	30	0.4	26
17	COc1ccccc1C(=O)N/C(=C/c1ccc(Br)cc1)C(=O)N1CCCC1	6	-8	1	1	-2	-1	-38	-10	-0.8	5
18	Nc1ccc(S(=O)(=O)Nc2nccc(/C=C/c3ccc(Cl)cc3)n2)cc1	-31	-2	-10	12	9	-1	-29	12	-0.3	6
19	Nn1c(SCc2ccccn2)nncc1=O	-4	-7	2	0	-1	5	11	3	-0.4	11
20	Cc1cc(C)nc(N(C#N)Cc2ccc(Br)cc2)n1	5	8	0	10	-2	1	-5	35	-0.5	49
21	CCc1nnc(NC(=O)C2(C)COC(c3ccc(OC)cc3)OC2)s1 (stereo not drawn)	3	-4	4	-8	2	2	-11	-2	-0.2	x
22	CCOc1ccc(NC(=S)NC(=O)c2cncc(Br)c2)cc1	-6	x	9	-3	4	x	x	8	0.4	0
23	Cc1nc2ccccn2c1P(=Nc1ccccc1)(N(C)C)N(C)C	6	-4	-10	0	-2	4	-25	0	x	17
24	COc1cccc(-n2c(SCC#N)nnc2-c2cnccn2)c1	-2	-4	4	-2	-4	-4	-8	-5	0.5	21
25	CN(C)S(=O)(=O)c1ccc(NC(=O)C2COc3ccccc3O2)cc1 (stereo not drawn)	-26	-6	-15	2	8	-1	-22	-5	0.4	-89*
26	CN1CCN(c2nc3c(c(=O)n(C)c(=O)n3C)n2CCSc2nc3ccccc3s2)CC1	x	6	9	x	x	3	-44	x	x	x
27	Cc1ccc(N=CC2=C(O)CC(C)(C)CC2=O)nc1	-15	0	-6	0	-2	8	-10	-4	-0.4	43
28	COc1ccc(/C=C/C(=O)Nc2ccc(S(=O)(=O)Nc3onc(C)c3C)cc2)cc1OC	7	3	12	-7	-2	0	-20	-6	-0.5	-3
29	O=C(CSc1ccsc1[N+](=O)[O-])Nc1cc(F)ccc1F	-23	3	x	9	-7	6	0	43	0.3	7
30	CCN(CC)S(=O)(=O)c1cccc(-c2nnc(SCC(N)=O)n2N)c1	-7	3	x	-9	3	1	-2	-4	-1.1	16
31	CCOC(=O)CC1C(=O)NCCN1C(=O)c1cccc(C(F)(F)F)c1 (stereo not drawn)	8	-2	2	x	-2	2	1	x	-0.2	22
32	CC(C)OC(=O)C1C(=O)CC(C)(O)C(C(=O)OC(C)C)C1c1ccccc1 (stereo not drawn)	-13	2	-4	-6	2	-5	11	1	-0.6	17
33	Cc1ccc(S(=O)(=O)N(C)c2ccc(C(=O)Nc3ccccn3)cc2)cc1	-23	x	x	2	0	x	x	10	0.0	33
34	COc1ccc(N2CCN(S(=O)(=O)c3ccc(-c4cc(C)no4)s3)CC2)cc1	-1	-3	1	2	-10	3	-20	10	-0.4	11
35	COc1ccc(Cc2c(O)nc(SCC(=O)c3ccc(OC)cc3)[nH]c2=O)cc1	-49	0	14	2	-2	-3	4	-9	0.1	29
36	CC(=O)N(C)c1ccc(NC(=O)C(F)(F)F)cc1	1	-4	0	-9	-1	3	-34	-9	-0.2	8
37	CCOC(=O)c1cnc(-c2ccccc2)nc1-c1ccccc1	1	2	2	3	3	-2	-31	3	0.2	0
38	CSc1cccc(NS(=O)(=O)c2cn(C)cn2)c1	-1	-3	1	-4	-8	1	21	10	0.1	13
39	CCCOc1ccc(C(C)=O)cc1CC(C(=O)OCC)C(=O)OCC	21	2	8	-3	-3	-1	3	10	0.2	8
40	CC(C)CN(C(=O)COC(=O)CNC(=O)c1ccccc1)c1c(N)n(Cc2ccccc2)c(=O)[nH]c1=O	2	x	-3	-6	2	x	x	4	-0.1	25
41	O=C(COc1ccc([N+](=O)[O-])cc1)Nc1nnc(-c2cccnc2)s1	-5	4	0	-1	-2	1	-2	7	0.0	36
42	O=C1CC2(CCN(C(=O)c3c(F)cccc3Cl)CC2)Oc2ccccc21	21	x	-13	-11	5	x	x	-16	-0.5	21
43	Cc1cc(NS(=O)(=O)c2ccc(NC(=O)CCCOc3ccccc3C)cc2)no1	18	-3	5	1	-1	-8	-10	6	0.0	15
44	COc1ccc(-n2cnc3cc(NC(=O)c4ccco4)ccc32)cc1	-25	2	2	11	8	0	-27	-14	-0.4	3
45	Cc1cccc(OCc2nnc(SCC(=O)N(C(C)C)C(C)C)n2Cc2ccco2)c1C	24	3	6	37	5	0	-1	60*	0.0	-4
46	CCN(CC)CCN(Cc1cc2ccc(C)c(C)c2[nH]c1=O)C(=S)NCc1ccco1	19	-1	x	-1	6	-1	-32	27	0.4	-5
47	COc1ccc(/C=N/OC/C(O)=C(\C#N)c2nc3ccccc3[nH]2)cc1	12	6	-1	0	-2	-1	-1	39	-0.4	24
48	COc1ccc(Nc2nc3ccccc3nc2NS(=O)(=O)c2cccs2)c(OC)c1	20	3	-8	-8	3	-3	-2	-32	0.0	4
49	Cc1ccc(OCCOCCn2cnc3ccccc3c2=O)c([N+](=O)[O-])c1	26	-8	6	1	26	-1	-12	3	-0.2	8
50	CC(=O)Oc1ccc(-c2cccc(C(=O)NCCO)c2)cc1	3	-5	-3	2	13	-5	-6	-6	-0.1	14

# Compound profiles, from the list above.
# CCN(CC)S(=O)(=O)c1cccc(-c2nnc(SCC(N)=O)n2N)c1 as listed: aSyn UTR inh = -7; IEC-6 tox = 3; HDAC3 inhib = x; HSF1 inh = -9; Platelet DG rel = 3; HSP90 inh = 1; KLF5 inhibitor = -2; HSF1 activator = -4; HIF activator = -1.1; AI-2 QS mod = 16
# CC(=O)Oc1ccc(-c2cccc(C(=O)NCCO)c2)cc1 as listed: aSyn UTR inh = 3; IEC-6 tox = -5; HDAC3 inhib = -3; HSF1 inh = 2; Platelet DG rel = 13; HSP90 inh = -5; KLF5 inhibitor = -6; HSF1 activator = -6; HIF activator = -0.1; AI-2 QS mod = 14

# The results go on.
nr	SMILES	aSyn UTR inh	IEC-6 tox	HDAC3 inhib	HSF1 inh	Platelet DG rel	HSP90 inh	KLF5 inhibitor	HSF1 activator	HIF activator	AI-2 QS mod
51	Cc1c(NC(=O)C2Cc3ccccc3CN2C(=O)c2ccco2)c(=O)n(-c2ccccc2)n1C (stereo not drawn)	8	-3	3	0	4	2	-26	39	-1.5	25
52	COc1ccc(C(=O)N2CC3(CC(c4cccc(NC(=O)CC(c5ccccc5)c5ccccc5)c4)=NO3)C[C@H]2C(N)=O)cc1 (stereo partly drawn)	1	x	-4	-3	-5	x	x	-14	-0.3	16
53	O=C(COC(=O)CNC(=O)c1cccc([N+](=O)[O-])c1)Nc1nc2ccccc2s1	-24	3	-4	2	-14	-3	-1	28	0.1	16
54	Fc1ccc(C2=CC(c3ccco3)n3nnnc3N2)cc1 (stereo not drawn)	-48	6	10	0	4	-4	-11	-3	1.5	-7
55	COc1ccc(-c2cn3cc(C)ccc3n2)cc1OC	-19	3	-2	71	18	11	-176	96*	1.2	18
56	COCCn1c(=N)c(S(=O)(=O)c2ccc(F)cc2)cc2c(=O)n3ccccc3nc21	26	-9	-51	2	1	-1	-17	-3	x	29
57	COc1ccc(C)cc1NC(=O)CCN1CCN(C/C=C/c2ccccc2)CC1	20	-3	3	-38	0	1	-22	-53	-0.4	-12
58	O=C(NCCN1CCOCC1)C1CCN(S(=O)(=O)N2CCCC2)CC1	4	-7	-5	-3	-3	-4	2	14	0.1	21
59	CN(CC(=O)Nc1cccc(F)c1)C(=O)C1CC(=O)N(Cc2ccco2)C1 (stereo not drawn)	7	x	2	-3	-8	x	x	-15	-0.1	12
60	COCCN=C1Sc2nc3ccc(C)cc3cc2CN1Cc1cccs1	-25	2	-5	2	-8	1	-40	11	1.8	24
61	CSc1nc2cc3c(cc2n1C(=O)c1ccc(C)cc1)OCCO3	-14	1	1	14	18	-3	-56	18	0.8	x
62	COc1ccc(OCC(=O)N(Cc2ccc(C)o2)C2CCS(=O)(=O)C2)cc1 (stereo not drawn)	8	7	11	7	5	-2	-26	27	-0.3	-25
63	C#CCOCCOCCOCCNc1nc(N2CCN(C(=O)[C@H]([C@@H](C)CC)n3cc([C@@H](N)Cc4ccc(O)cc4)nn3)CC2)nc(N2CCN(C(=O)[C@H]([C@@H](C)CC)n3cc([C@@H](N)Cc4ccc(O)cc4)nn3)CC2)n1	-13	-4	0	-3	-5	16	-30	-6	-2.3	41
64	Cc1ccc(CSc2nnc(-c3cccs3)n2C)cc1	-40	3	3	13	-4	-1	-24	22	1.7	-28
65	O=C(Nc1nc2ccccc2n1CCN1CCOCC1)c1ccc(COc2ccccc2Br)o1	2	3	5	-3	-5	-3	-26	3	0.6	48
66	O=C1CC(c2ccc(F)cc2)Cc2nc(N3CCN(c4ccccc4)CC3)ncc21 (stereo not drawn)	-29	0	1	-3	4	3	-8	-8	0.5	24
67	CC1(C)CCc2c([nH]c3ccccc3c2=O)O1	-10	0	7	12	-1	0	-14	40	0.4	29
68	CN(C)CCn1c2c(c(SCC(=O)Nc3ccc4c(c3)OCCO4)nc1=O)CCCC2	-5	x	0	-6	-5	x	x	4	-0.3	11
